CendR NRP1 mod = modulators of CendR peptide binding to NRP-1, primary screen, biochemical, fluorescence polarization, uHTS. Neuropilin-1 (Homo sapiens), O14786. FAM-RPARPAR peptide binding to NRP-1. inhibition, % at 25 µM. hit rate 0.85% among 360,000. AID 602438, 2012;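 active = inhibition or corrected inhibition above about 18%, plus a signal ratio from 0.5 to 1.5, limit read from the data, passing the limit was not always enough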; note: strong numbers were not always called active
eLon inh = inhibitors of E. coli Lon protease, primary screen, biochemical, fluorescence polarization; inhibition, % at 7.94 µM; purified E. coli Lon protease; AID 602123, 2011; hit rate 0.42% among 360,000; in the data active = inhibition above about 13%, passing the limit was not always enough;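 note: 0% = enzyme with probe and DMSO and 100% = no enzyme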
Neddyl block = inhibitors of cullin neddylation, primary screen, biochemical, TR-FRET, uHTS, NAE and Ubc12 | NEDD8-conjugating enzyme Ubc12 (Homo sapiens) + NEDD8-activating enzyme E1 regulatory … | calls only at 25 µM | hit rate 0.58% among 360,000; in the data active = inhibition above about 36%
FAS TE block = FAS thioesterase domain inhibitors, primary screen, biochemical, fluorescence intensity, uHTS. recombinant FAS-TE, OMFH fluorogenic substrate, fluorescence endpoint. AID 602261, 2012. inhibition, % at 15 µM. hit rate 0.67% among 360,000;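 active = compounds whose normalised, plate-corrected inhibition of enzyme fluorescence in the single-dose primary screen is 50% or more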;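 note: 0% = DMSO with enzyme and 100% = substrate without enzyme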
Target sequence (P49327 whole entry, looked up, the tested form may be a part): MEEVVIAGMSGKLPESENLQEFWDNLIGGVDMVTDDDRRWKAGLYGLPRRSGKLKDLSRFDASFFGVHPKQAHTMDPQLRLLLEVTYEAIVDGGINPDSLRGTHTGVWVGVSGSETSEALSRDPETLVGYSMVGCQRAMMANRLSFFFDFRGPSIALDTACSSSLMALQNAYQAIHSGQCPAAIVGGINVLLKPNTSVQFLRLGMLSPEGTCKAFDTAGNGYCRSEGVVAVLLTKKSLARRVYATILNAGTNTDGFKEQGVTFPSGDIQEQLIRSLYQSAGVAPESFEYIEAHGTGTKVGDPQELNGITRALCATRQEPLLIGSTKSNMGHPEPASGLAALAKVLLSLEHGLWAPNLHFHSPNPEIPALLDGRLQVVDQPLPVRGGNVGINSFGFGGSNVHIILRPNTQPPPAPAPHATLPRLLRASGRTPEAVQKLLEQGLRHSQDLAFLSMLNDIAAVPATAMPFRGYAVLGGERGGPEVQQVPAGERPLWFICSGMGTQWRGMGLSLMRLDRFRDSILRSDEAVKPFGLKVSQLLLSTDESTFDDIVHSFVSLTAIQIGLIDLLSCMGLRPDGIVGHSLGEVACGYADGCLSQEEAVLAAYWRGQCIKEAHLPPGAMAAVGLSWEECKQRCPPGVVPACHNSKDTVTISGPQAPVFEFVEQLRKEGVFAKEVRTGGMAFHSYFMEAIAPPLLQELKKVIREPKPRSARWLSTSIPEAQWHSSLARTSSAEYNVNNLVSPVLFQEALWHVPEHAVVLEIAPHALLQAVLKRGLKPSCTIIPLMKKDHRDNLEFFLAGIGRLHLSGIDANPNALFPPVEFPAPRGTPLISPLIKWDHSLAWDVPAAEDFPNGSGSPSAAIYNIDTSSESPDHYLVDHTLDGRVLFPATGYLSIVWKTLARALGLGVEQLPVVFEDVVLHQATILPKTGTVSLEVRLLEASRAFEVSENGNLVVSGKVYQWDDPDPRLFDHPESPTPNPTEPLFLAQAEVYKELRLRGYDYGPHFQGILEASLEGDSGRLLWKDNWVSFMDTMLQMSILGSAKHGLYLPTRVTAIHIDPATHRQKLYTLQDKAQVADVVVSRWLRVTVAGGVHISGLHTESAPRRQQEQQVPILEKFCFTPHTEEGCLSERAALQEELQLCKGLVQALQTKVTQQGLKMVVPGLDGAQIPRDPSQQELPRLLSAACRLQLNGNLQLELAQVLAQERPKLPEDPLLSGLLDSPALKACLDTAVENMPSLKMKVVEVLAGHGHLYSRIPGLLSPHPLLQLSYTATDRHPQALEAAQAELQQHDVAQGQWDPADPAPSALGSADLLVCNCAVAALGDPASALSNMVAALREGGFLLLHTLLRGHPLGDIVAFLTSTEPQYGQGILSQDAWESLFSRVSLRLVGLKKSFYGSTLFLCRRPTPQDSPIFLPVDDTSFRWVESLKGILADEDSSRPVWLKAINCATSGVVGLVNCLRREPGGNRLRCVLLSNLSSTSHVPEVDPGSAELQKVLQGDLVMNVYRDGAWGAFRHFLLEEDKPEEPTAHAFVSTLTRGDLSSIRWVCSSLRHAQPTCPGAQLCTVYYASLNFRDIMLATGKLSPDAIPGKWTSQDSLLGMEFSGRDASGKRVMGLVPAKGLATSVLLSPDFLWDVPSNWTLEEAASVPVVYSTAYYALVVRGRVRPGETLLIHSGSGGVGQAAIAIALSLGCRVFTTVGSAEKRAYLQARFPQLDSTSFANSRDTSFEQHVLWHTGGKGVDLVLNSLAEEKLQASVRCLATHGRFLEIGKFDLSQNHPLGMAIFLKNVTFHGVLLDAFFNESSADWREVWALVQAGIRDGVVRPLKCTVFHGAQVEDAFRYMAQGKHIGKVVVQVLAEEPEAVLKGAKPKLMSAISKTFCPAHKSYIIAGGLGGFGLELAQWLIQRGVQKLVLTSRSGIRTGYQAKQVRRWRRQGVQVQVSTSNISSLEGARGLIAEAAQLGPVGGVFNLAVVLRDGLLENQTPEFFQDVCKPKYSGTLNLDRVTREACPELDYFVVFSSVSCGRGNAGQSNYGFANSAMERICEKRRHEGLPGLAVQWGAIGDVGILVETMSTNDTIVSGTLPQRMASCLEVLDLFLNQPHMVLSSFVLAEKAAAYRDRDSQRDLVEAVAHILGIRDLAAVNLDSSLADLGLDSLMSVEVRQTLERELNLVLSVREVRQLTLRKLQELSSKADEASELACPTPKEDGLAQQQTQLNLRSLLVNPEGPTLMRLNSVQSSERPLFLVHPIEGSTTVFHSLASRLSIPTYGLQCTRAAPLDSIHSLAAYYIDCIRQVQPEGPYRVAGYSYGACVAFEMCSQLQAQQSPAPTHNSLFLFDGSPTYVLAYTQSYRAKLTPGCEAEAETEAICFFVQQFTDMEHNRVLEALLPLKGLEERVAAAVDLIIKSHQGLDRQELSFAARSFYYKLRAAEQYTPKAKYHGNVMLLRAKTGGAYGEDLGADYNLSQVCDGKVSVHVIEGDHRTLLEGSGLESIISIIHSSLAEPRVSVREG
bovine MsrA act = bovine MsrA enzyme activators, primary screen, biochemical, absorbance, HTS | AID 602163, 2012 | hit rate 0.3% among 360,000 | purified bovine MsrA, absorbance read-out | activation, % at 10.6 µM | Methionine sulfoxide reductase A (Bos taurus); in the data active = activation above about 7.5%;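 note: 0% = vehicle and 100% = reference activator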
Rin1 Abl inh = inhibitors of Rin1-Abl protein binding, primary screen, biochemical, TR-FRET; Tyrosine-protein kinase ABL1 (Homo sapiens) + Ras and Rab interactor 1 (Homo sapiens), …; inhibition, % at 7.35 µM; hit rate 0.4% among 360,000; in the data active = inhibition above about 5%, passing the limit was not always enough
MT1-MMP act inh = blockers of MT1-MMP proenzyme processing, primary screen, HT1080 RFP-PRO-GFP cells, GFP/RFP fluorescence. GFP/RFP ratio change, % at 20 µM. GFP/RFP ratio fluorescence, overnight; percent of plate control window, DMSO zero. hit rate 0.061% among 360,000. Matrix metalloproteinase-14 (Homo sapiens), P50281;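 active = GFP/RFP ratio change of at least 30% with cell ATP level not reduced by more than half and red fluorescence within 50% of control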; note: strong numbers were not always called active
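system = RFP-PRO-GFP reporter HT1080 cells | dosing = 20 µM single dose, 1% DMSO | timing = overnight cell settling, then overnight compound exposure, 37 °C, 5% CO2 | read-out basis = GFP/RFP fluorescence ratio | controls = DMSO and RFP-L50D-GFP cell wells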
SKN-1 block = suppressors of acrylamide-induced Pgst-4::GFP reporter in worms, primary screen, SKN-1 inhibitor project, whole organism, uHTS, GFP/RFP fluorescence ratio, strain VP596; C. elegans VP596 Pgst-4::GFP/RFP ratio, 24 h; inhibition, % at 21.8 µM; hit rate 0.49% among 360,000; AID 624304, 2012;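 active = interference check ratio from 0.5 to 1.5 plus GFP to RFP signal ratio inhibition reaching or exceeding a fixed threshold, cut at about 30% in these data, passing the limit was not always enough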; note: some compounds called inactive have numbers as strong as hits
PABP1 MLLE inh = inhibitors of PABP1 MLLE–PAM2 peptide binding, primary screen, biochemical, fluorescence polarization, FITC-PAM2, GST-MLLE | hit rate 0.36% among 360,000 | inhibition, % at 20 µM | Polyadenylate-binding protein 1 (Homo sapiens), P11940 | AID 588489, 2011; in the data active = inhibition above about 35%, passing the limit was not always enough;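 note: plate controls were DMSO wells with GST-MLLE for no effect and wells lacking GST-MLLE protein for full effect; some results filed as inactive read as strong as hits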
* marks the source's active call; other numbers are inactive results; i = inactive; x = no result given.

SMILES	CendR NRP1 mod	eLon inh	Neddyl block	FAS TE block	bovine MsrA act	Rin1 Abl inh	MT1-MMP act inh	SKN-1 block	PABP1 MLLE inh
COc1cc([C@@H]2CC=C(C(=O)O)[C@H](c3ccc(F)cc3)N2S(=O)(=O)c2ccc(C)cc2)cc(OC)c1OC	-14	-4	i	-10	0	0	5	12	17
CS(=O)(=O)Nc1cccc(NC(=O)C2Cc3c(-c4cccc(C(N)=O)c4)ccnc3O2)c1 (centres undefined)	8	-2	i	-10	-4	0	2	19	-14
Cc1ccc(S(=O)(=O)N2CCOCC2)cc1C(=O)NCCCN1CCCC1=O	3	-2	i	-2	1	2	1	7	1
CCc1ccc(C(=O)NNc2ccc(C)c(Cl)c2)cc1	14	7	i	44	-10	2	2	20	8
CCC(C)(C)C1CCC2(CC1)NC(=O)N(CC(=O)Nc1cc(C(F)(F)F)ccc1N1CCOCC1)C2=O (centres undefined)	6	-1	i	17	-3	3	2	14	-13
Cc1cccc(NC(=O)c2ccc(-c3ccccc3[N+](=O)[O-])o2)c1	-4	2	i	22	-4	0	2	10	7
Cc1ccc(C(c2nnnn2Cc2cccs2)N2CCN(Cc3ccc4c(c3)OCO4)CC2)cc1 (centres undefined)	11	2	i	24	-8	-3	-9	-15	2
O=C(c1ccccc1)c1ccc(Oc2ncccn2)cc1	7	-8	i	-8	3	-2	-1	-13	-1
COC(=O)C(Cc1ccccc1)NC(=O)c1cc(S(=O)(=O)N(C)C)ccc1Cl (centres undefined)	-5	6	i	-3	-2	-7	1	2	11
COC(=O)C1CCN(CC(=O)NC(=O)NC2CCCCC2)CC1	-4	-4	i	-4	-1	0	-1	6	7
COc1ccc(-c2c(C)[nH]n3c(=O)c(Cc4ccccc4)c(C)nc23)cc1	9	5	i	-3	-3	-2	16	2	-5
COc1ccc(-c2nc(C(N)=O)c3[nH]c(=O)n(-c4ccccc4OC)c3n2)c(OC)c1	-22	-20	i	-8	-12	-1	-5	-4	-32
Cn1c(SCc2cc(=O)n3cc(Br)ccc3n2)nnc1C1COc2ccccc2O1 (centres undefined)	-17	-8	i	8	1	-5	7	-4	-98
COc1cc(-c2noc(C)c2C#CC2(O)CCCCC2)cc(OC)c1OC	-5	-16	i	6	-1	2	5	1	9
Cc1nccc(-c2ccc(-n3c(C)ccc3C)cc2)n1	-78	-1	i	-2	-3	1	-6	12	-47
CC(C)NC(=O)CN1CCN(C(=O)c2ccc3oc(CCCc4ccccc4)nc3c2)CC1	19	2	i	-9	-6	0	4	3	-9
CCOC(=O)C1(Cc2ccc(OC)cc2)CCN(C(=O)CN2CCCCC2=O)CC1	-6	-6	i	-7	-4	9.9*	0	-1	-11
Cn1cc(C(N)=O)c2ccccc21	-1	-11	i	-1	1	-3	1	5	-5
CC(=O)c1ccc2c3c(ccc(O)c13)CC2	3	-5	i	4	-4	-2	-1	0	8
O=C1NCCN(Cc2ccc(Cl)c(F)c2)C1CC(=O)N1CCCCO1 (centres undefined)	3	1	i	-2	8.6*	-4	-2	-2	9
CCCCSc1nc(C(=O)O)cc(=O)[nH]1	-7	-3	i	-4	-1	0	10	11	6
O=C(CSc1nccn1Cc1ccco1)Nc1ccc(F)cc1	15	-10	i	-2	-4	5	0	15	-40
COCCN(Cc1nc2ccccc2c(=O)[nH]1)C(=O)c1cccc(S(=O)(=O)N2CCCC2)c1	4	-7	i	-7	-5	2	-3	-16	7
Cc1ccc(C(=O)O)cc1NC(=O)c1ccc(Cn2nc(C)c(Cl)c2C)o1	10	0	i	-4	-1	2	-2	-10	-6
CSC1=NC2(CCCCC2)C2=C(CCCC2)N1	1	2	i	-10	0	-1	9	6	-104
Cc1ccc(NC(=O)c2cc(S(=O)(=O)N3CCCCC3)c[nH]2)cc1F	9	-3	i	-8	-7	3	1	2	-1
CC(C)n1c(SCC(=O)N2CCCC2)nc2c1c(=O)n(C)c(=O)n2C	3	3	i	-6	-11	-1	1	1	6
C[C@]12c3[nH]c4cc(-c5ccco5)ccc4c3CCN1C(=O)[C@@H](CC(=O)NCCc1ccccn1)C[C@@H]2C(=O)N1CCOCC1	-2	3	x	-5	-2	-2	3	0	8
Cc1ccc(N(C)S(=O)(=O)c2cccc(C(=O)OCC(=O)N3CCCC(C)C3)c2)cc1 (centres undefined)	7	-12	i	17	-3	2	2	-13	-27
Cc1nc2ccc(S(=O)(=O)NCC(=O)N3CCOCC3)cc2s1	-13	-1	i	-3	-3	5	2	-14	19
COc1ccc(S(=O)(=O)N2CCc3ccccc32)cc1C(=O)NCCc1ccccn1	-5	-3	i	-11	-6	1	0	1	-5
CNCCOc1nc(N2CCOCC2)nc(C)c1[N+](=O)[O-]	-6	-6	i	-10	-4	0	-1	4	-13
CC1CCCCC12NC(=O)N(Cn1nnc3ccccc3c1=O)C2=O (centres undefined)	-3	-8	i	-7	-5	-1	-2	-19	-1
COc1ccccc1Oc1ccc(N2CC(C(=O)OCC(=O)c3ccc(F)cc3)CC2=O)cc1 (centres undefined)	17	3	i	20	-3	3	3	-9	-6
N/C(=N\OC(=O)c1csnn1)c1ccc(C(F)(F)F)cc1	9	-2	i	7	-1	1	7	2	16
COc1ccc(C(=O)Nc2ccccc2-c2nnn(CC(=O)Nc3ccc4c(c3)OCCO4)n2)cc1	-16	7	i	4	8.5*	4	2	-17	-8
CCCCCCCCCOC(=O)C(CC(=O)O)N1CCOCC1 (centres undefined)	32*	-1	i	1	4	-1	7	3	-6
CCCC/C(O)=N\S(=O)(=O)c1ccc(N=NN(C)C)cc1	6	-7	i	-4	-2	2	3	-7	-3
CC(C)CC(=O)Nc1cc([N+](=O)[O-])ccc1Cl	-3	-1	i	18	-5	-5	2	-5	-2
COC(C/C=C\[C@@H](O)[C@H](C)OCc1ccccc1)OC	24	-12	i	-8	-3	3	4	-2	3
CCC(CC)NC(=O)COC(=O)c1cc(SC)ccc1Cl	1	4	i	-3	-3	1	-2	11	-3
C[C@@H](NC(=O)c1[nH]cnc1C(=O)Nc1ccc(Cl)cc1)c1ccccc1	17	5	i	64*	-6	4	4	-5	3
CCOC(=O)C1=C(CC)Nc2ccccc2N/C1=N\S(=O)(=O)c1ccc(C(=O)OCC)cc1	3	-3	i	-1	-7	2	-10	5	-7
COc1cccc(C(NC(C)=O)c2nc(-c3ccccc3C)cs2)c1 (centres undefined)	-5	-14	i	9	0	3	0	-2	-6
COc1ccc(NC(=O)C2(C)CCN2Cc2ccc(OC(C)C)cc2)cc1OC (centres undefined)	1	-1	i	0	-3	-3	4	21	-6
COc1cc(C(C)=O)ccc1Oc1ncccn1	-3	1	i	-8	-8	-1	1	-3	7
CCCC(=O)Nc1ccc2c(c1)COC2=O	-1	-7	i	-6	-3	0	-1	1	-79
Cc1ccc2cc(C(c3nnnn3C3CCCC3)N(Cc3ccccc3)Cc3ccco3)c(=O)[nH]c2c1 (centres undefined)	-3	-6	i	11	-4	1	-16	-1	12
O=C1N/C(=N/NC(=O)c2cccc3ccccc23)S/C1=C\c1ccccc1OCc1ccccc1	-51	-6	x	28	-3	5	-3	9	3
CN(C)S(=O)(=O)c1ccc(NC(=O)CSc2nnc(-c3ccco3)n2N)cc1	1	-3	i	-5	-5	4	-4	-2	-50
CN(Cc1cccs1)C(=O)COC(=O)CNC(N)=O	16	4	i	-3	0	0	-1	-12	6
O=C(NCc1ccc(F)cc1)c1cc2c(cc1Cl)N1CCCCCC1=NS2(=O)=O	-1	1	i	4	-7	5	4	2	-12
CC1CCC(NC(=O)c2ccc(NS(=O)(=O)c3ccc4[nH]c(=O)[nH]c4c3)cc2)CC1 (centres undefined)	3	0	i	-8	-5	2	3	-2	-6
Cc1nc(Cl)sc1C(=O)NC(C)c1ccc(Cl)cc1 (centres undefined)	-11	2	i	0	-1	2	-5	-8	9
COc1ccc(CN(C)CC(=O)c2c(N)n(Cc3ccccc3)c(=O)n(C)c2=O)c(OC)c1	3	-6	i	-10	-4	3	0	7	-6
CC(C)C[C@H]1CN(CCCC[C@H]2CNC(=O)C(=O)N2CCC2CCCCC2)C(=O)C(=O)N1CCC1CCCCC1	-22	5	i	28	2	x	5	7	x
O=C1C=C(c2ccccc2)OC(=O)C1C(=O)c1ccccc1 (centres undefined)	0	-3	i	-7	-15	6	2	-2	-15
Cc1cccnc1CN1CCN(Cc2nc(Cc3cccc(F)c3)no2)CC1	-2	-7	i	-8	-3	-2	0	0	12
CCOC(=O)[C@]12CCCC=C1N(Cc1ccc(Cl)cc1Cl)C(=O)[C@H](CC(=O)N1CCN(C(=O)c3ccco3)CC1)C2	-8	1	i	6	1	x	1	17	x
COc1ccccc1C(=O)NCC(=O)OC(C)C(=O)NC1CCCCC1C (centres undefined)	15	3	i	-4	-4	2	1	-2	1

Three compounds picked at random from the list so far:
SMILES	CendR NRP1 mod	eLon inh	Neddyl block	FAS TE block	bovine MsrA act	Rin1 Abl inh	MT1-MMP act inh	SKN-1 block	PABP1 MLLE inh
O=C1C=C(c2ccccc2)OC(=O)C1C(=O)c1ccccc1 (centres undefined)	0	-3	i	-7	-15	6	2	-2	-15
COc1ccc(-c2nc(C(N)=O)c3[nH]c(=O)n(-c4ccccc4OC)c3n2)c(OC)c1	-22	-20	i	-8	-12	-1	-5	-4	-32
C[C@]12c3[nH]c4cc(-c5ccco5)ccc4c3CCN1C(=O)[C@@H](CC(=O)NCCc1ccccn1)C[C@@H]2C(=O)N1CCOCC1	-2	3	x	-5	-2	-2	3	0	8

Further records:
SMILES	CendR NRP1 mod	eLon inh	Neddyl block	FAS TE block	bovine MsrA act	Rin1 Abl inh	MT1-MMP act inh	SKN-1 block	PABP1 MLLE inh
NNS(=O)(=O)c1ccc2c(c1)Cc1cc(S(=O)(=O)NN)ccc1-2	-1	-5	i	-8	-4	0	-1	-14	-84
COC(=O)c1ccc(C2C(C#N)=C(N)Oc3cc(N)ccc32)cc1 (centres undefined)	-15	-8	i	4	-4	-4	-2	-6	-30
COc1ccc(S(=O)(=O)N2CC(=O)Nc3ccccc32)cc1F	3	-1	i	0	-4	1	-2	-1	15
Cc1ccc(C)c(C(O)c2ncc(-c3ccccc3F)[nH]2)c1 (centres undefined)	1	-9	i	0	-2	-2	3	7	1
COc1ccc(CC(Cc2ccc(OC)c(OC)c2)NC=O)cc1OC	-10	-16	i	-8	1	0	0	-1	-2
COc1ccc2cc(OCC(=O)NNC(=O)Nc3ccc(C(C)=O)cc3)ccc2c1	7	-2	i	-5	-4	1	4	9	16
CCN(c1ccccc1)S(=O)(=O)c1ccc(OC)c(NC(=O)c2ccccc2OC)c1	9	-7	i	23	-1	-1	-2	27	4
Cc1ccc(S(=O)(=O)Nc2c(C)[nH]c(=O)[nH]c2=O)cc1C	0	-14	i	-7	-1	0	1	-9	9
COc1cc(NC(=O)N2CCc3nc(NCc4cccc(Oc5ccccc5)c4)ncc3C2)cc(OC)c1OC	-7	5	i	6	-3	5	3	17	-3
O=C(CSc1nnnn1Cc1ccccc1)NC1CCCCC1	11	3	i	-7	-2	0	2	-2	-57
CCOC(=O)c1cccc(NC(=O)CCNS(=O)(=O)c2cc(Br)cnc2N)c1	1	5	i	4	-4	0	1	6	-18
OC(CNCc1ccco1)COc1ccccc1 (centres undefined)	0	-1	i	-5	5	1	0	-7	13
CCOC(=O)C1CCCN(C(=O)c2cc(-c3ccccc3)on2)C1 (centres undefined)	-28	1	i	0	-2	1	-1	4	5
